Screening results from PubChem BioAssay.
TNAP activation fold: stimulation of alkaline phosphatase TNAP activity – biochemical, luminescent, no phosphate acceptor, uHTS, primary screen (AID 1001). purified TNAP, luminescent activation assay, no phosphate acceptor; higher activation fold means a stronger effect. one-dose activation fold at 20 µM; EC50 in µM for titrated hits. 0.03% of 200,000 active; in the data active = activation fold from about 3, or a potency from the dose series; inactive = the rest, 99 in 100 with activation fold below about 1.6; also: many of its hits are not listed in these tables
human PMI inhibitors: MPI inhibition at elevated mannose 6-phosphate – biochemical, fluorescence intensity, high mannose 6-phosphate, primary screen (AID 1220) | recombinant PMI enzyme, coupled fluorescence intensity; higher % means a stronger effect | inhibition, % at 20 µM, or IC50 in µM where a hit was titrated | 0.66% of 190,000 active
PMI inhibitors: inhibitors of human PMI, primary screen, biochemical, fluorescence intensity, coupled assay (AID 1209); purified PMI enzyme, coupled fluorescence intensity; higher % means a stronger effect; 0.42% of 190,000 active; one-dose inhibition, % at 20 µM; IC50 in µM for titrated hits;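 also: plate controls were DMSO vehicle for no effect and wells lacking substrate for full effect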
SIAH1 antagonists: blockers of Siah-1 interaction with plectin peptide – biochemical, fluorescence polarization, rhodamine-plectin, uHTS, primary screen (AID 1817). Siah-1 / rhodamine-plectin peptide fluorescence polarization; higher % means a stronger effect. displacement, % at 20 µM, or IC50 in µM where a hit was titrated. 0.02% of 290,000 active;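 active = displacement of at least 50% at 20 µM, with a fluorescence ratio check between 0.3 and a set limit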;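 also: plate controls were Siah plus tracer with DMSO for no effect and tracer alone without Siah for full effect; strong numbers were not always called active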
M17LAP inhibition: P. falciparum M17LAP inhibitors, primary screen, biochemical, fluorogenic H-Leu-NHMec substrate, 1536-well (AID 1619); 0.38% of 220,000 active; recombinant M17LAP, H-Leu-NHMec fluorogenic kinetic assay; higher % means a stronger effect; inhibition, % at 30 µM, or IC50 in µM where a hit was titrated;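 active = compound inhibiting the enzyme by more than half at any dose during confirmatory dose-response retesting; inconclusive = strong single-dose inhibitors picked by rank but not retested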;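 also: plate controls were full reaction with DMSO carrier for no effect and no enzyme background for full effect; strong numbers were not always called active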
K1F lysis inhibition: inhibition of K1F phage lysis, E. coli UTI89, bacterial capsule biogenesis inhibitors, alamar blue (AID 488966); 0.02% of 340,000 active; E. coli UTI89 K1F phage lysis, alamar blue, 2 h; higher % means a stronger effect; inhibition, % at 100 µM, or IC50 in µM where a hit was titrated;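 active = phage lysis inhibition, versus mean bacterial control, above a set limit; inconclusive = no clear call, values can overlap the other calls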;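 also: capsule biogenesis inhibitors block K1F phage lysis so surviving cells raise fluorescence; higher fluorescence means more inhibition of phage lysis; actives were called in the ten point dose series up to 300 µM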
M1AAP inhibition: P. falciparum M1AAP inhibitors, biochemical, fluorogenic H-Leu-NHMec substrate, 1536-well (AID 1445) | recombinant M1AAP, H-Leu-NHMec fluorogenic kinetic assay; higher % means a stronger effect | 0.42% of 220,000 active | inhibition, % at 30 µM; hits with a dose series show IC50 in µM;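 active = primary inhibition above the hit cutoff, then over 50% inhibition at one or more dose response concentrations, cut at about 23% in these data, passing the limit was not always enough; inconclusive = conflicting primary data, or primary hits not chosen for dose response; inactive = low primary inhibition, or under 50% at every dose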;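 also: plate controls were DMSO full reaction for no effect and no enzyme background for full effect; strong numbers were not always called active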
XIAP displacement: XIAP antagonists, biochemical, IAP family, fluorescence polarization (AID 1018). XIAP BIR domain, fluorescence polarization peptide displacement; higher % means a stronger effect. displacement, % at 20 µM; hits with a dose series show IC50 in µM. 0.007% of 200,000 active; in the data active = displacement above about 50%; also: a part of the inactive calls stands beside numbers as strong as those of hits
Hep lipid drop: hepatic lipid droplet formation modulation. 0.4% of 240,000 active. AML12 mouse hepatocytes, oleate lipid droplets, BODIPY imaging. inhibition, % at 6.5 µM;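 active = lipid droplet intensity inhibited by at least 50%, with more than 500 cells counted; inconclusive = wells with under 300 cells, treated as cytotoxic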
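Material – AML12 mouse liver cells · Also added – oleate loading, 100 µM · Compound dosing – 6.5 µM single-point dosing · Times – overnight treatment with compound plus oleate · Measured by – fluorescence imaging, 20x objective, two fields per well · Read-out – percent inhibition of filter-corrected integrated lipid droplet intensity per well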
Hep lipid drop cells 6.5 µM: also measured in Hep lipid drop; calls as there; cell count; measured here: cell count, cytotoxicity flag;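 cells counted across two imaged fields per well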
The depositor's hits bear a star; ? = inconclusive; . = no result given; [ ] = dose if it differs, or a comment. Rule as the data show it, unless noted: active = inhibition above about 50%; inactive = the rest. No enrichment for hits (roughly 1.9% active in at least one column).

SMILES | TNAP activation fold | human PMI inhibitors | PMI inhibitors | SIAH1 antagonists | M17LAP inhibition | K1F lysis inhibition | M1AAP inhibition | XIAP displacement | Hep lipid drop | Hep lipid drop cells 6.5 µM
S=C(NCC1CCCO1)Nc1cccc(Cl)c1 (stereo not given) | 1.1 | -8% | -4% | 8% | 4% | 2.6% | 4% | -3.4% | 6 | 747
C=CC[n+]1c(-c2ccc(OCC)cc2)csc1NNC(=O)Nc1ccccc1 | 1 | 6% | 11% | -2% | 5% | -0.1% | 0% | 1.7% | -42 | 682
O=C(N/N=C/c1cccs1)c1cccc(S(=O)(=O)Nc2ccc(Cl)cc2)c1 | 1 | 1% | -2% | 3% | -7% | 0.2% | 2% | -3.5% | . | .
CN1N=C(C(C)(C)C)CSC1=Nc1ccccc1 | . | . | . | 1% | 13% | -0.8% | 5% | . | 12 | 720
COc1cccc(OC)c1C(=O)Nn1c(-c2cccc(C)c2)nc2ccccc2c1=O | 1.1 | -5% | -6% | -2% | 4% | 0.1% | 6% | -11% | 13 | 687
CNc1nc(-c2ccccc2)nc(-c2ccc(OC)cc2)c1C#N | 1.1 | -1% | -2% | -2% | -1% | -1.7% | -2% | -2.5% | 23 | 718
O=C1c2ccccc2C(=O)C1c1ccnc2ccccc12 | 1.1 | -4% | -7% | 9% | -16% | 0.1% | -3% | -1.5% | 19 | 698
CCc1ccc(N2CC(C(=O)Nc3nccs3)CC2=O)cc1 (stereo not given) | 1.1 | -16% | -6% | -4% | 4% | 0.3% | 5% | -2.4% | . | .
N#CCCN(Cc1cccnc1)C(=S)NC(=O)c1ccc(S(=O)(=O)N2CCCC2)cc1 | 1 | 5% | -2% | -1% | 21% | 0.0% | 5% | -1.3% | 4 | 610
O=C(NCc1cccc(C(F)(F)F)c1)c1cc(Cl)cc(Cl)c1 | 1.1 | 4% | 12% | -6% | 0% | 5.2% | 6% | -6.2% | . | .
CCOC(=O)C1C(=O)C(C(=O)OCC)C(c2cccnc2)NC1c1cccnc1 (stereo not given) | 1.1 | 41% | 20% | -2% | -17% | 0.0% | 11% | -7.0% | . | .
COc1ccc(C2/C=C\CN(CC3CC3)CC(=O)N2Cc2ccc(F)cc2)cc1 (stereo not given) | . | . | . | 0% | 0% | 0.0% | -1% | . | -2 | 676
COc1ccc(-n2nnc3c(=O)n(CC(=O)OCc4ccccc4)cnc32)cc1 | 1 | -4% | 2% | 5% | -14% | -2.9% | -3% | -0.9% | 18 | 605
CC(C)(C)C(=O)Nc1ccc2c(c1)OCCOCCOc1cc(NC(=O)C(C)(C)C)ccc1OCCOCCO2 | 1.1 | 16% | 0% | -3% | 18% | -0.2% | 4% | 11% | 16 | 709
Cc1nccn1CCCNC(=O)CC1C(=O)NCCN1Cc1ccccc1C(F)(F)F (stereo not given) | . | . | . | 9% | -3% | 0.2% | 1% | . | -16 | 739
COc1ccc(OC)c2sc(NC(=O)C3CC3)nc12 | 0.9 | -1% | 3% | 4% | 2% | 0.6% | 13% | -9.0% | . | .
COc1cc(/C=N/Nc2ccc(C(F)(F)F)cn2)cc(OC)c1O | 1 | 20% | 4% | -6% | 8% | 0.0% | 9% | -3.6% | -9 | 690
Cc1cccc2cc(C#N)c(NCCNS(=O)(=O)c3ccccc3)nc12 | 1.1 | -8% | -16% | 11% | 4% | 0.7% | 0% | -5.6% | -10 | 653
COC(=O)NCc1ccc(S(=O)(=O)N2CCOCC2)cc1 | 1.1 | 14% | 15% | -2% | 2% | 5.7% | 4% | -6.4% | -4 | 737
CNC(=S)Nc1ccc2nc(C)oc2c1 | 1.1 | 6% | 4% | -2% | 0% | -0.2% | -2% | -20% | 17 | 718
COCC(C)N=C1NN=C(c2cc(C)n(Cc3ccccc3Cl)c2C)CS1 (stereo not given) | 1.2 | -11% | -11% | 3% | 2% | 0.0% | 8% | -2.5% | 1 | 683
CCCCN(C)CCC(=O)Nc1ccc(Cl)cc1 | 1.1 | 1% | -6% | 3% | 1% | 4.5% | 5% | -1.6% | 4 | 714
COC(=O)COc1ccc(S(=O)(=O)NC2CCCCCC2)cc1 | 1.1 | -3% | 1% | -1% | 2% | 0.1% | 14% | -7.1% | 1 | 774
CCOCCOC(=O)CCSc1n[nH]c(=O)[nH]c1=O | 1.1 | 2% | 1% | 4% | -12% | -0.1% | 2% | -2.2% | . | .
CC(C)=NNc1nc(-c2ccc(N3C(=O)CCC3=O)cc2)cs1 | . | . | . | -2% | 6% | 0.2% | -1% | . | 0 | 714
COc1ccc(C(=O)Nc2cc(C(C)=O)c(/C=C/N(C)C)oc2=O)cc1 | 0.9 | 10% | 10% | 6% | 4% | 0.6% | 4% | -5.3% | . | .
CC1(C)Oc2ccc3ccc(=O)oc3c2C(/C=N/O)C1=O (stereo not given) | 1.1 | -4% | 0% | -5% | -5% | 0.6% | 3% | -1.8% | 19 | 585
O=C1OC(Oc2ccccc2)(c2ccccc2)c2ccccc21 (stereo not given) | 1.1 | 3% | 1% | -2% | -7% | 0.5% | 4% | -6.8% | . | .
N#CCCSc1ccccc1NC(=O)c1ccc(S(=O)(=O)N2CCCC2)cc1 | 1 | 6% | 10% | 1% | 10% | . | -8% | -21% | . | .
O=C(CN(Cc1ccccc1)S(=O)(=O)c1ccc2c(c1)OCCO2)N/N=C/c1cccc(Br)c1 | 1.1 | 14% | 25% | -1% | 3% | 4.1%[50 µM] | 10% | -8.9% | -18 | 639
COc1ccc(C(C#N)Nc2ccccc2C)cc1 (stereo not given) | 1.1 | 12% | 9% | 3% | -3% | 0.0% | 9% | -5.0% | . | .
Cn1cnnc1-c1cccc(NS(=O)(=O)c2ccc(N3CCCC3=O)cc2)c1 | 1.1 | -9% | -5% | 12% | 3% | 8.6% | 1% | -7.0% | -2 | 759
CCOC(=O)c1ccc(NC(=O)Nc2ncc(Cl)cc2Cl)cc1 | . | . | . | 1% | -4% | . | -7% | . | 8 | 597
Cc1ccc(NC(=O)CSc2nnc(C)n2-c2ccccc2)cc1 | 1.1 | -1% | -2% | 1% | -2% | -0.1% | 0% | -4.4% | -22 | 727
Cn1c(NC(=O)c2cccnc2)nc2ccccc21 | 0.3 | -2% | 2% | -2% | 6% | -0.2% | 11% | -3.9% | 10 | 683
COc1cccc(C2CC(c3ccccc3Cl)n3nnnc3N2)c1 (stereo not given) | 1 | 10% | 6% | -2% | -5% | -0.5% | 13% | -4.3% | 6 | 757
CC(C)c1nnc(NC(=O)c2ccc(N3C(=O)CCC3=O)cc2)s1 | 1.1 | 14% | 6% | 2% | 8% | -1.9% | 12% | 6.5% | 26 | 700
CC1Cc2ccccc2N1C(=O)CSc1nnc(-c2ccccc2)c(-c2ccccc2)n1 (stereo not given) | 1.1 | 38% | 28% | -2% | -3% | 3.2% | 3% | -2.8% | . | .
CCOC(=O)c1cccc(NC(=O)C2CCCN(S(=O)(=O)c3c(C)n[nH]c3C)C2)c1 (stereo not given) | 0.8 | 4% | -4% | -1% | 4% | 2.4% | -3% | -4.1% | . | .
CCN(CC)Cc1cc(O)c(CN(CC)CC)cc1O | 0.9 | 55%* | 32% | 17% | 9% | 6.2% | 2% | -3.4% | -81 | 360
COc1cc(S(=O)(=O)Nc2ccc(C(=O)NCC(=O)O)cc2)ccc1NC(C)=O | 1.1 | -10% | -22% | -2% | 7% | 0.9% | 2% | -5.4% | 10 | 660
CCOC(=O)NC(Nc1nnc(C)s1)(C(=O)OCC)C(F)(F)F (stereo not given) | 1.1 | -8% | -5% | -4% | -7% | 6.9% | 8% | -6.7% | . | .
COc1cc(C(=O)NCCC2=CCCCC2)cc(OC)c1OC | 1.1 | 4% | -11% | -4% | -3% | 0.6% | -1% | -1.3% | . | .
Cc1cc(C)n2nc(C(=O)NCCc3ccccc3)nc2n1 | 1.2 | -2% | -3% | -8% | -7% | 0.3% | -1% | -8.1% | 13 | 727
COc1ccc(-c2cc(C(F)(F)F)nc(SCCC(=O)N3CCCC3)n2)cc1 | 1 | 14% | 14% | 3% | -3% | -0.2% | -2% | -0.1% | 22 | 700
Cc1c(CCOC(=O)CC23CC4CC(CC(C)(C4)C2)C3)sc[n+]1Cc1ccc([N+](=O)[O-])cc1 | 1.1 | 8% | -1% | 0% | -12% | ? | -6% | -3.9% | -29 | 606
OC(CNCc1ccccc1)COCc1ccc(Cl)cc1 (stereo not given) | 1 | 3% | 5% | 0% | 5% | 0.0% | 0% | -2.7% | 3 | 702
CC(CCc1ccccc1)NC(=O)c1cncc(Br)c1 (stereo not given) | 1.3 | -8% | -1% | 3% | -2% | 1.3% | -7% | -0.8% | 12 | 823
